Screens (PubChem BioAssay)
AID2073 – inhibitors of Mint1-CaV2.2 protein interaction, biochemical, HTRF (AID 2073). Voltage-dependent N-type calcium channel subunit alpha-1B (Homo sapiens). HTRF protein-protein interaction, Mint1-CaV2.2; higher % means a stronger effect. inhibition, % at 20 µM, or IC50 in µM where a hit was titrated. 0.19% of 290,000 active; in the data active = inhibition mostly above about 51%, no sharp cut-off; inconclusive = no clear call, values can overlap the other calls; inactive = mostly below about 53%; also: some results filed as inactive read as strong as hits
Siah-1 displacement – Siah-1 peptide-binding antagonists, primary screen, biochemical, fluorescence polarization, rhodamine-plectin, uHTS (AID 1817). E3 ubiquitin-protein ligase SIAH1 (Homo sapiens). Siah-1 / rhodamine-plectin peptide fluorescence polarization; higher % means a stronger effect. one-dose displacement, % at 20 µM; IC50 in µM for titrated hits. 0.02% of 290,000 active;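 active = displacement of at least 50% at 20 µM, with a fluorescence ratio check between 0.3 and a set limit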;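 also: plate controls were Siah plus tracer with DMSO for no effect and tracer alone without Siah for full effect; strong numbers were not always called active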
LYP phosphatase – inhibitors of LYP phosphatase, biochemical, fluorescence intensity, uHTS (AID 1779); Tyrosine-protein phosphatase non-receptor type 22 (Homo sapiens); recombinant LYP phosphatase, fluorescence intensity; higher % means a stronger effect; inhibition, % at 11.5 µM; hits with a dose series show IC50 in µM; 0.054% of 290,000 active; in the data active = inhibition above about 50%;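 also: plate controls were vehicle with enzyme for no effect and no enzyme for full effect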
Active calls of the source: *; ? = inconclusive.

SMILES	AID2073	Siah-1 displacement	LYP phosphatase
Cc1ccccc1C(=O)Nc1cccc(NC(=O)c2ccccc2[N+](=O)[O-])c1	-1.9%	0.4%	-10.8%
O=C(NC1CCCCCC1)C1CCN(C(=O)c2cccc(Cl)c2)CC1	-3.4%	1.9%	3.2%
O=C(c1ccncc1)N1CCc2ccccc2C1	3.3%	0.5%	-2.2%
COc1ccc(-c2nc3ncccc3n2O)cc1	-2.3%	-2.3%	-7.4%
COc1ccc(NC2CCCN(C(=O)CCn3cccn3)C2)cc1 (configuration not stated)	-10.1%	0.9%	-7.5%
N#CC[C@H](Cc1ccccc1)N1CC[C@@H](O)CCC1=O	-3.1%	2.8%	-11.8%
CCOc1ccc(-c2cnc3n2CCCCC3)cc1	8.0%	2.3%	-10.0%
O=C(O)C1CCCN1S(=O)(=O)c1cccc(S(=O)(=O)N2CCCC2C(=O)O)c1 (configuration not stated)	-4.3%	2.0%	-16.8%
COCCCN1C(=O)C(=O)/C(=C(/O)c2ccc(S(=O)(=O)N3CCCCC3)cc2)C1c1cccc(OC)c1 (configuration not stated)	9.1%	4.8%	-5.7%
CC(=O)c1cc(F)ccc1OCC(=O)N1CCCc2ccccc21	6.5%	13.1%	-8.4%
O=C(CN(CC1CCCO1)C(=O)CNS(=O)(=O)c1ccc(F)cc1)NCc1ccc(F)cc1 (configuration not stated)	6.9%	3.8%	-5.1%
OCCNc1nc(Nc2ccc(Cl)c(Cl)c2)nc2ccccc12	1.9%	-4.1%	-7.3%
O=C(/C=C/c1ccccc1Cl)NC1CCCCC1	-1.7%	1.5%	-5.8%
CN(C)C1(CNC(=O)C2CCN(S(=O)(=O)c3cccc(C(F)(F)F)c3)CC2)CCCCC1	7.8%	12.6%	-9.0%
COc1ccc(C(=O)Oc2cc(C)c(CN3CCOCC3)cc2C)cc1OC	1.4%	13.6%	-9.2%
Cc1noc(C)c1CNCc1ccccc1	4.6%	-1.7%	-9.9%
CCOC(=O)CSc1nc2sc3c(c2c(=O)n1-c1ccccc1)CCN(C(C)C)C3	1.1%	-2.3%	-3.7%
Cc1ccc(CC2SC(N=C(N)N)=NC2=O)cc1 (configuration not stated)	12.0%	1.9%	-6.9%
Cc1ccc(C)c(N2CCN(S(=O)(=O)c3c(C)[nH]c(C)c3C(=O)N3CCCCC3)CC2)c1	7.7%	-4.8%	-9.4%
CCOC(=O)c1sc(NC(=O)c2sc(C)nc2C)nc1C	5.9%	0.8%	-8.5%
O=C(Nc1ccccc1)c1oc2ccccc2c1NC(=O)C1CC1	11.6%	1.0%	-1.8%
Cc1oc2cc3oc(=O)cc(C)c3cc2c1C	13.9%	5.9%	2.2%
Cc1ccc2[nH]c3c(c2c1)CN(C(C)C)CC3	1.4%	-0.2%	-7.0%
COc1cccc(OCC(=O)NNC(=O)C(=O)Nc2cccc(C)c2)c1	4.4%	17.3%	-8.9%
O=C(NCc1ccccc1Cl)C1CCC(=O)N1Cc1ccc(F)cc1 (configuration not stated)	-1.4%	0.6%	-3.9%
COC(=O)c1ccc(N=C2SCC(=O)N2C)cc1	-0.6%	12.3%	-10.9%
NS(=O)(=O)c1ccc(CNC(=O)CSc2nc3ccc(Cl)cc3[nH]2)cc1	11.3%	0.2%	-10.4%
COC(=O)c1cc(NC(=O)c2cccnc2)cc(C(=O)OC)c1	19.4%	-1.2%	0.7%
Cc1ccccc1OCC1Cn2c(nc3c2c(=O)n(C)c(=O)n3C)O1 (configuration not stated)	-0.4%	0.4%	-7.6%
CC1C(=O)N(Cc2ccc(F)cc2)c2ccccc2N1C(=O)c1c(F)cccc1F (configuration not stated)	10.3%	-6.7%	-2.3%
C[n+]1ccccc1/C=C/c1ccc2ncccc2c1	-5.8%	1.9%	-12.0%
COc1ccc(C(=O)Nc2cccc3nc(C)ccc23)cc1OC	10.9%	-0.2%	-8.8%
Cn1c(=O)n(C)c2cc(NC(=O)c3ccccc3NS(C)(=O)=O)ccc21	15.6%	-10.3%	-4.9%
COc1ccc(CCNC(=O)C2CCN(C(=O)c3ccccc3)CC2)cc1	9.5%	2.0%	-6.8%
COc1cc(OC)cc(C(=O)NN(CCC#N)C2=NS(=O)(=O)c3ccccc32)c1	10.9%	-0.2%	-11.1%
CC(C)OC(=O)Cn1nc(C(c2ccccc2)c2ccccc2)oc1=O	0.8%	-5.9%	-14.9%
CCOc1ccc(NC(=O)c2[nH]c(C)c(C(C)=O)c2C)cc1	13.5%	-1.3%	-14.0%
O=C1C2C3C=CC(CC3)C2C(=O)N1c1ccc(Cl)cc1Cl (configuration not stated)	5.7%	4.1%	-3.0%
O=C(Oc1ccc(Br)cc1C(=S)N1CCOCC1)c1ccccc1	-16.8%	-5.4%	-5.2%
CCCN1CCC(=O)N([C@H](CSc2ccccc2)Cc2ccccc2)CC1	-3.5%	10.4%	-7.9%
Cc1ccc(C(=O)Nc2cccc(C(=O)N/N=C/c3ccccc3F)c2)cc1	0.0%	-4.6%	-5.0%
C=CCOc1ccc(CN(C)CC(O)COc2cccc3ccccc23)cc1 (configuration not stated)	7.4%	2.1%	-2.3%
Cc1cc(NC(=O)c2cccnc2Cl)ccc1NC(=O)c1cc2ccccc2o1	-1.1%	6.3%	-0.9%
Cn1c(=O)c2c(ncn2CC(=O)N2CCN(S(=O)(=O)c3ccc(Cl)cc3)CC2)n(C)c1=O	-1.8%	-0.2%	-4.2%
COc1ccc(N(CC(=O)NCCSC2CCCCC2)S(=O)(=O)c2ccc(C)cc2)cc1	3.5%	-1.8%	-0.7%
Cn1c(=O)n(CC(=O)NCC2CCCO2)c(=O)c2c3c(sc21)COC(C)(C)C3 (configuration not stated)	37.6%	12.3%	-13.5%
C/C(=N\Nc1cc(C(F)(F)F)ccc1Cl)c1ccncc1	3.9%	1.0%	2.0%
COc1ccccc1S(=O)(=O)Cc1ccc(C(=O)NCc2ccco2)o1	0.9%	3.4%	-9.5%
Cn1cc(C(=O)N2CCCC(Nc3ccc(F)cc3)C2)c2ccccc21 (configuration not stated)	-3.1%	2.7%	-4.9%
COc1ccc(COC(=O)C2=C(C)NC(=O)NC2c2cc(OC)ccc2OC)cc1 (configuration not stated)	-7.7%	3.0%	-7.1%

3 of the entries above in order of the AID2073 value, high to low:
SMILES	AID2073	Siah-1 displacement	LYP phosphatase
COc1ccccc1S(=O)(=O)Cc1ccc(C(=O)NCc2ccco2)o1	0.9%	3.4%	-9.5%
Cc1ccc(C(=O)Nc2cccc(C(=O)N/N=C/c3ccccc3F)c2)cc1	0.0%	-4.6%	-5.0%
Cn1cc(C(=O)N2CCCC(Nc3ccc(F)cc3)C2)c2ccccc21 (configuration not stated)	-3.1%	2.7%	-4.9%

(further entries)
SMILES	AID2073	Siah-1 displacement	LYP phosphatase
CN(c1ccc(C(=O)Nc2ccc(F)cc2F)cc1)S(=O)(=O)c1ccccc1	-5.3%	3.2%	-5.5%
CC(=O)Nc1ccc(-c2csc(-c3cccnc3)n2)cc1	16.6%	-7.2%	-13.1%
COc1ccc(-c2cc(=O)oc3cc(OC(C)C(=O)Nc4ccc(CN5CCOCC5)cc4)ccc23)cc1 (configuration not stated)	29.1%	-3.1%	-10.4%
O=C(Nc1ccc(Oc2ccc(Cl)cc2)c(Cl)c1)c1cc(I)cc(I)c1O	5.5%	5.1%	-5.6%
CCn1c(C)c(C)c2cc(C(=O)NCCCN3CCOCC3)ccc21	7.8%	-2.6%	-6.9%
COc1cc(OC)c(OC)cc1CN1CCN(Cc2cccc(F)c2)CC1	3.9%	-0.2%	-10.4%
Cc1c(C)n(Cc2ccccc2)c2ncnc(NCCCO)c12	6.5%	1.0%	-6.9%
CCOc1ccc(N(CC(=O)NCCSCc2ccc(C)cc2)S(C)(=O)=O)cc1	?	-1.5%	-4.1%
COc1cccc2c(C)cc(N3CCCCCC3)nc12	3.0%	-1.5%	-8.3%
CCc1ccc(OCC(=O)Nc2nnc(-c3ccco3)s2)cc1	5.6%	-0.4%	-10.9%
O=C(O)CN1C(=O)NC2(CCc3ccccc32)C1=O (configuration not stated)	3.4%	1.1%	-7.8%
CCCn1c(N)c(N(CCOC)C(=O)c2ccc([N+](=O)[O-])cc2Cl)c(=O)[nH]c1=O	5.5%	-4.6%	-4.1%
CCOCc1nnc(NC(=O)C2CC(=O)N(CCc3ccc(F)cc3)C2)s1 (configuration not stated)	20.2%	2.9%	-7.6%
O=C(CCCn1c(=S)[nH]c2cc3c(cc2c1=O)OCO3)NCCc1ccccc1Cl	-22.0%	6.7%	-5.6%
COc1ccccc1C(=O)NCCNc1nc2cc(C)cc(C)c2cc1C#N	8.8%	-0.4%	-4.8%
CCC1CCCCN1CCCNC(=O)Cn1nc(C)n2nc(-c3ccccc3)cc2c1=O (configuration not stated)	4.0%	6.1%	-13.6%
COc1ccc(Cl)cc1Nc1nc(C)nc2c1oc1ccccc12	16.4%	-1.0%	3.4%
COc1ccc(NC(=O)CN(c2ccccc2F)S(=O)(=O)c2ccc(C)cc2)cc1	1.3%	2.6%	-4.3%
O=C1c2ccccc2C(O)(c2ccccc2)N1CCc1ccccc1 (configuration not stated)	6.4%	0.3%	-7.0%
Cc1ccccc1C(=O)c1cccn1CC(=O)NCCCc1ccccc1	2.1%	1.5%	-6.3%

Ordered by number of heavy atoms (largest number first): part of the list above.
SMILES	AID2073	Siah-1 displacement	LYP phosphatase
CCOCc1nnc(NC(=O)C2CC(=O)N(CCc3ccc(F)cc3)C2)s1 (configuration not stated)	20.2%	2.9%	-7.6%
COc1ccc(C(=O)Nc2cccc3nc(C)ccc23)cc1OC	10.9%	-0.2%	-8.8%
CCOc1ccc(NC(=O)c2[nH]c(C)c(C(C)=O)c2C)cc1	13.5%	-1.3%	-14.0%
N#CC[C@H](Cc1ccccc1)N1CC[C@@H](O)CCC1=O	-3.1%	2.8%	-11.8%
CCOc1ccc(-c2cnc3n2CCCCC3)cc1	8.0%	2.3%	-10.0%

Just Siah-1 displacement, for some of the entries so far:
| SMILES | Siah-1 displacement |
| --- | --- |
| COc1ccc(Cl)cc1Nc1nc(C)nc2c1oc1ccccc12 | -1.0% |
| CCOCc1nnc(NC(=O)C2CC(=O)N(CCc3ccc(F)cc3)C2)s1 (configuration not stated) | 2.9% |
| COc1ccccc1C(=O)NCCNc1nc2cc(C)cc(C)c2cc1C#N | -0.4% |
| COc1ccc(NC(=O)CN(c2ccccc2F)S(=O)(=O)c2ccc(C)cc2)cc1 | 2.6% |
| CCCn1c(N)c(N(CCOC)C(=O)c2ccc([N+](=O)[O-])cc2Cl)c(=O)[nH]c1=O | -4.6% |

(more compounds)
SMILES	AID2073	Siah-1 displacement	LYP phosphatase
Cc1ccc(OCCCn2ccnc2)c(Br)c1	2.9%	6.1%	-0.8%
O=C(Cc1cccc2ccccc12)Nc1ccccc1Br	-6.3%	5.9%	-2.8%
CCc1sc(NC(=O)CN2CCC(C(N)=O)CC2)nc1-c1ccccc1	4.3%	6.9%	-6.6%
CN1C(=O)/C(=C\c2ccccc2OCc2ccccc2)SC1=S	-1.4%	6.0%	-4.8%
COc1cc(CNC2CCCCCCC2)ccc1OCC(N)=O	-6.7%	-2.2%	-3.5%
COCCn1c(=NC(=O)CCS(=O)(=O)c2ccccc2)sc2cc(F)ccc21	8.1%	-6.8%	-7.4%
Oc1cncc(Cc2ccccc2)c1	-9.2%	1.1%	-8.7%
O=C(CSc1nccc(=O)[nH]1)Nc1cccc2ccccc12	-7.4%	6.8%	-5.5%
COc1ccccc1N1C(=O)c2cccnc2C1=O	-6.7%	5.7%	-7.7%
CSCCC(NC(=O)c1ccc(Cl)cc1Cl)C(=O)NNC(=O)c1csc(N2CCOCC2)n1 (configuration not stated)	1.8%	2.7%	-6.5%
O=C(Nc1ccccc1)c1cccc(S(=O)(=O)NC2CCCC2)c1	14.6%	3.9%	-5.7%
COc1ccc(S(=O)(=O)NCC2CCCN(C(=O)CCSC)C2)cc1 (configuration not stated)	5.5%	3.5%	-5.7%
COc1ccc2[nH]c(C(=O)N3CCC(CO)(Cc4cccc(C(F)(F)F)c4)CC3)c(C)c2c1	6.1%	4.9%	-6.1%
COc1ccc2oc(=O)c(/C(N)=N/NC(=O)c3ccncc3)cc2c1	10.9%	1.6%	1.9%
Cc1ccc(NC2CCCN(C(=O)c3c(C)noc3C)C2)cc1C (configuration not stated)	-4.2%	-3.3%	-7.6%
CCCc1cc(=O)oc2c(C)c(OCC(=O)NC3CC(C)(C)NC(C)(C)C3)ccc12	11.0%	2.7%	-5.8%
O=C(O)c1ccccc1OCc1nc2ccccc2s1	6.5%	-2.5%	-6.4%
COc1ccc(C(=O)N(C)c2ccccc2C(=O)NCCc2ccccc2)cc1	-3.0%	14.9%	-7.5%

An excerpt (hit frequency here may not be typical).
